Cav3 T inh: human Cav3.2 channel inhibition, primary screen; 100,000 compounds, 4% hits; B-score at 10 µM; O95180; Cav3.2-expressing cells, Fluo-4 calcium fluorescence FDSS; hits give low values;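 active means single-dose well whose peak fluorescence ratio is a statistical outlier from its plate by either plate-standardised score or position-corrected B-score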
Active calls of the source: *. This is a subset; count on the stated rates, not on these rows.

Molecule | Cav3 T inh
COc1cccc(C(c2nnnn2CS(=O)(=O)c2ccc(C)cc2)N2CCN(C)CC2)c1OC (stereo not given) | 0.9
Clc1cccc(-c2nnc(-c3ccccc3)o2)c1 | -1.4
Cn1c(NCCN2CCOCC2)nc2c1c(=O)n(Cc1cccc(Cl)c1)c(=O)n2C | 0.79
O=C(Nc1cccc(Br)c1)c1ccn[nH]1 | 0.07
CC1(C)CC(=O)C(C2NCCc3ccccc32)=C(O)C1 (stereo not given) | 0.48
CCN(Cc1ccccc1)C(=O)Cn1cnc2c1c(=O)n(C)c(=O)n2C | 1.1
Cc1cc(=O)n2nc(N3CCC(C(=O)NCCc4ccccc4)CC3)sc2n1 | 0.4
O=C(O)c1nc2ccccc2nc1C(=O)O | 1.1
CC1(C)C(c2ccccc2)=NC(c2ccc(F)cc2)N1O (stereo not given) | 0.52
COc1cc(Nc2nnc(C)s2)c(Cl)cc1Cl | -0.3
COc1cc2c(cc1OC)CN(C(=O)c1ccccc1C(=O)O)CC2 | -0.18
Cn1cnnc1SCC(=O)Nc1ccc2nc(SCc3ccccc3Cl)sc2c1 | 0.00093
COc1cc(C(N)=O)cc(Br)c1OC | 0.22
CCOC(=O)C1CSC(CC(=O)Nc2ccc(Cl)cc2)C(=O)N1 (stereo not given) | 0.33
Cc1ccc(S(=O)(=O)NCCCNC(=O)c2ccccc2)cc1 | 1.2
COc1ccc(N2C(=O)C3CCCN3C2c2ccc(F)cc2)cc1Cl (stereo not given) | -1.6
CCSc1nc2ccccc2n1C(=O)c1ccc(S(=O)(=O)N2CCCCC2)cc1 | 1.4
COc1ccc(Cl)cc1C(=O)Nc1ccccc1N1CCN(C)CC1 | 1.6
COc1ccc(S(=O)(=O)N(C)CC(=O)N2CCC(C(N)=O)CC2)cc1 | 0.3
Cn1cccc1Cc1nnc(SCC(=O)Nc2cccc(F)c2)n1CCc1ccccc1 | -0.091

In a second layout: entries from further up
Cc1cc(=O)n2nc(N3CCC(C(=O)NCCc4ccccc4)CC3)sc2n1
- Cav3 T inh: 0.4

O=C(O)c1nc2ccccc2nc1C(=O)O
- Cav3 T inh: 1.1

CC1(C)C(c2ccccc2)=NC(c2ccc(F)cc2)N1O (stereo not given)
- Cav3 T inh: 0.52

(next part)
Molecule | Cav3 T inh
CC1Cc2ccccc2C(=O)N1 (stereo not given) | -0.14
CNC(=S)N1N=C(c2ccc(OC)cc2)CC1c1ccc(N(C)C)cc1 (stereo not given) | -4.1
CCOC(=O)c1c(C)n(C)c2ccc(OC(=O)c3ccoc3)cc12 | 0.38
O=C(CCn1cccc1)NC1CCCc2ccccc21 (stereo not given) | 0.59
O=C(NCc1ccccc1Cl)C1CCN(C(=O)c2sccc2-n2cccc2)CC1 | -0.02
N#Cc1cc(C(=O)c2cc(Br)ccc2O)cn(C2CC2)c1=O | -0.47
COc1ccccc1CC(=O)N1CCCc2ccccc21 | -0.6
COc1cc(CNCC(C)C)cc(Br)c1OCC(=O)Nc1ccccc1 | 0.34
CC1(C)CC2(CC(C)(C)N1)OC(=O)N1CCc3ccccc3C12C (stereo not given) | -0.59
O=C(/C=C\Nc1ccc2c(c1)OCO2)c1ccccn1 | -0.035
COc1ccc(CCNC(C)=O)cc1 | 0.95
CC(C)(CC(=O)O)Cc1nc(-c2ccc(Cl)cc2)no1 | 0.24
COC(=O)C1C(=O)NC(SC)=C(C#N)C1c1ccccc1 (stereo not given) | 2.2
CCN(CCCNC(=O)CCc1nc(-c2ccc(C)cc2)no1)c1cccc(C)c1 | -8.1*
N#Cc1c(NC(=O)c2cc(C3CC3)on2)sc2c1CCC2 | 0.11
COc1cc(S(=O)(=O)Nc2cccnc2)ccc1F | 0.12
CCOc1nc(N2CCCCC2)nc(-n2cc(-c3ccccc3)nn2)n1 | -0.19
O=C(C1CCCCC1)N1CCN(c2ccccc2F)CC1 | -0.23
Cc1ccc(COn2c(-c3ccc(Cl)cc3)nc3ccc([N+](=O)[O-])cc32)cc1 | -1.9
COc1ccc(NC(=O)C2C(=O)N(C)C3(C)CC2c2ccccc2O3)cc1 (stereo not given) | 0.096
COc1ccc(C(=O)CSc2nccc(=O)[nH]2)cc1 | 0.25
CC(C)(C)c1ccc(NC(=S)NCc2cccs2)cc1 | -1.5
S=C(c1ccc(-c2ccccc2Cl)o1)N1CCOCC1 | -1.8
Cc1ccc(-c2nnc3n2CCCCC3)cc1 | -0.053
CCCCCCC(C)n1[nH]c(=O)c2c(C)cc(=O)[nH]c21 (stereo not given) | 0.74
COc1ccccc1N/C(=N/S(=O)(=O)c1ccc(C)cc1)c1ccc(Cl)cc1 | -3.8*
CCOC(=O)Nc1cc(C)ccc1OC | -1.1
COCc1nc2ccccc2n1Cc1ccccc1Br | -2.4
O=C(O)CCSc1nnnn1-c1ccccc1 | 0.022
O=C(CNC(=O)c1ccco1)NCC(=O)OCc1ccc(Cl)cc1 | 0.6
COc1ccc(N=C2S/C(=C\c3ccc(C)s3)C(=O)N2CC(C)C)cc1 | -2.6
O=C(Nc1ccc(OC(F)(F)F)cc1)c1cnc2n(c1=O)CCS2 | -0.16
COc1cc(S(=O)(=O)Nc2ncccc2C)c(OC)cc1Cl | -0.0018
CNS(=O)(=O)c1cccc(C(=O)OCC(=O)N2CCc3ccccc3C2)c1 | 0.42
CCOC(=O)CC1=C(C(=O)OCC)C(c2cc(OC)c(OC)cc2OC)C(C#N)=C(N)O1 (stereo not given) | 1.2
N/C(CCCN1CCCCC1)=N/O | 0.067
CC(C)NC(=O)COC(=O)c1cc(=O)[nH]c2ccccc12 | -0.38
Cc1c(C(=O)O)oc2ccc(S(=O)(=O)NCc3ccccc3)cc12 | 0.16
CCCCNC(=O)CCC(=O)Nc1ccc2nc(N3CCOCC3)cc(C)c2c1 | 0.25
Cc1nc2sc(C(c3ccco3)N3CCC(C)CC3)c(O)n2n1 (stereo not given) | 0.35
COc1ccc(C(=O)NCCSc2ccccn2)cc1 | -0.63
O=C(O)c1cc(NCc2c(F)cccc2Cl)ccc1N1CCOCC1 | -0.3
O=C(NCCNC(=O)c1cc(OCC(F)(F)F)ccc1OCC(F)(F)F)Nc1ccc(Cl)cc1 | -4.1*
Cc1cc(NC(=O)c2cnn3c(C(F)F)cc(-c4ccccc4)nc23)no1 | -1
O=C(c1cc2ccccc2oc1=O)N(Cc1ccco1)C1CCS(=O)(=O)C1 (stereo not given) | 0.017
Cc1cccc(C)c1NC(=O)C1(NC(=O)C2CCCN2C(=O)OC(C)(C)C)CCCCC1 (stereo not given) | 0.47
CCCn1cc(SCC(=O)Nc2nnc(C)s2)c2ccccc21 | -1.2
Cc1ccc(CNC(=O)c2oc3ccc(S(=O)(=O)N4CCOCC4)cc3c2C)cc1 | -1.9
C=CCNc1nc(-c2c(C)nc3sccn23)cs1 | -1.5
CCOC(=O)C(C)On1c(-c2ccc(Cl)cc2)nc2ccc([N+](=O)[O-])cc21 (stereo not given) | -1.9
COc1cccc(OC)c1-c1nn2c(-c3ccccc3Cl)nnc2s1 | -3.2
CCOC(=O)Cc1nnc(NC(=O)CC)s1 | 0.65
COc1c(N2CCN(C(=S)Nc3ccc(F)cc3)C(C)C2)c(F)cc2c(=O)c(C(=O)O)cn(C3CC3)c12 (stereo not given) | 3.6*
O=C(CNC(=O)Cc1ccccc1)NCC(=O)OCc1ccc(C(=O)c2ccccc2)cc1 | -2.5
Cc1cc(C)nc(N2CCC(C(=O)NC3CCCc4ccccc43)CC2)n1 (stereo not given) | 0.99
COc1ccc(S(=O)(=O)/N=C2/NC(=O)/C(=C\c3cc(OC)c(OC)cc3[N+](=O)[O-])S2)cc1 | -1.5
CCOC(=O)N1CCN(C(=O)CS(=O)(=O)c2cn(Cc3ccccc3C)c3ccccc23)CC1 | 0.039
O=C1Cc2ccccc2C(=O)N1CCc1ccccc1 | -1.8
Cc1ccc(C2C(C#N)=C(N)Oc3nc(-c4ccccc4)[nH]c32)o1 (stereo not given) | -0.0061
O=C(NCC1CCCO1)C(c1cccnc1)N(C(=O)Cc1cccs1)c1ccccc1 (stereo not given) | 2.1

New compounds follow.
Molecule | Cav3 T inh
COC(=O)c1cc(Cl)c(NC(=O)c2cc(OC)c(OC)c(OC)c2)cc1OC | 1.1
CN1C(=S)SC(C)(C)C1NO (stereo not given) | 0.19
COc1ccnc(N2CCN(c3cccc(C(F)(F)F)c3)CC2)c1C#N | 0.23
O=C(CP(=O)(c1ccccc1)c1ccccc1)Nn1cnnc1 | -0.0061
Cc1ccc(C2N(c3nccs3)C(=O)C3CCCN32)cc1 (stereo not given) | -0.84
N[C@@H](CO)c1nnc([C@H](CCC(=O)O)NC(=O)C2CCNCC2)o1 | 1.4
N#Cc1c(NC(=O)CSc2ncnc3sccc23)oc(-c2ccco2)c1-c1ccco1 | -2.5
Cc1cccc(NC(=S)NN2CCN(C)CC2)c1 | 0.4
CCOC(=O)c1c(NC(=O)c2cccs2)sc(C)c1C | 0.16
Cc1cnc(NC(=O)c2ccc(-c3nc4ccccc4s3)o2)s1 | -1
CN1CCc2cc3c(c4c2C1CC41CCC(=NO)CC1)OCO3 (stereo not given) | 0.24
CC1(C)NC(=O)N(CCCSc2ccc(Cl)cc2)C1=O | 0.49
Cc1cc(C)c(S(=O)(=O)NCC23C=CC(O2)C2C(=O)N(c4ccccc4)C(=O)C23)c(C)c1 (stereo not given) | -0.45
CCOC(=O)CC(=O)CSc1nc(-c2cccnc2)cc(C)c1C#N | 0.51
COc1cccc(-c2csc(N3CCN(C(=S)Nc4ccccc4OC)CC3)n2)c1 | -2.6
COc1ccc(C2CC(c3ccccc3C)n3nc(N)nc3N2)cc1 (stereo not given) | 0.028
COc1cccc(-c2nnc(SCc3nc4ccccc4s3)n2C)c1 | 0.052
C=CCN1CN(S(=O)(=O)c2cccs2)c2nc3ccccc3nc21 | 0.75
Cc1cnn(-c2cc(N/N=C/c3ccccc3)ncn2)c1 | 0.0018
CCN(CC)C(=O)CSc1nnc(-c2cnccn2)n1-c1ccc(C)cc1 | 0.5

An excerpt from above in order of molar mass, lowest first:
Molecule | Cav3 T inh
Cc1cnn(-c2cc(N/N=C/c3ccccc3)ncn2)c1 | 0.0018
C=CCN1CN(S(=O)(=O)c2cccs2)c2nc3ccccc3nc21 | 0.75
COc1ccnc(N2CCN(c3cccc(C(F)(F)F)c3)CC2)c1C#N | 0.23

(more compounds)
Molecule | Cav3 T inh
CN(CC(=O)Nc1cccc2ccccc12)c1ccc(S(=O)(=O)N2CCOCC2)cn1 | -0.07
O=C(O)CCc1ccc(-c2cccs2)n1-c1ccc(C(=O)O)cc1 | 1.4
Cc1ccc(CN2CCSc3ccc(C(=O)N4CCN(c5ncccn5)CC4)cc32)cc1 | -2.5
COC(=O)C1Cc2c([nH]c3ccccc23)C(C)N1 (stereo not given) | 0.72
COc1ccc(-n2ccnc2SCC(=O)Nc2ccc(OC)cc2OC)cc1 | -1.4
CC(C)=CCc1c(O)cc2c(c1O)C(=O)CC(c1ccccc1)O2 (stereo not given) | -0.88
C=CCNC(=O)CSc1nnc(-c2cccs2)o1 | -0.21
CCOC(=O)c1c(NC(=O)CSc2nnc(-c3cccnc3)o2)sc(C)c1C | -0.52
CCOc1ccc(CCNS(=O)(=O)c2cnc[nH]2)cc1OCC | 0.29
CN(C)/C=C(\C#N)C(=O)c1cccc(Oc2ccc(Br)cc2)c1 | -4.2*
O=c1[nH]c(=O)n(Cc2ccco2)c2c1C(C(F)(F)F)(C(F)(F)F)N=C(c1ccco1)N2 | 0.22
CCOC(=O)Cc1csc(NC(=O)COc2ccccc2OC)n1 | 1.1
O=C1CC(C(=O)Nc2ncccn2)C(c2ccccc2)O1 (stereo not given) | 0.64
O=C(NCCN1CCOCC1)C1CCC(CNS(=O)(=O)c2ccc(Cl)cc2)CC1 (stereo not given) | 0.71
CSc1nsc(/C=C/Nc2ccc(Cl)cc2)c1C#N | -0.42
COC(=O)CCC(=O)OC1(C)C(=O)C=C2C=C(C3CC3)N(C3CC3)C=C2C1=O (stereo not given) | 0.36
C=CCNC(=S)Nc1sc2c(c1C(=O)OCC)CC(C(C)C)OC2 (stereo not given) | 0.12
O=C(c1ccccc1F)N1CCN(S(=O)(=O)c2ccc(S(=O)(=O)N3CCCCC3)cc2)CC1 | 0.062
CCOc1ccc(C(=O)Nc2c3c(nn2-c2cccc(Cl)c2)CS(=O)C3)cc1 (stereo not given) | 0.24
CCOC(=O)c1sc(NC(=O)c2cccnc2)c(C#N)c1C | -2.5

Look-ups from the list.
Cav3 T inh, `CCOc1ccc(C(=O)Nc2c3c(nn2-c2cccc(Cl)c2)CS(=O)C3)cc1` (stereo not given) : 0.24
Cav3 T inh, `COC(=O)CCC(=O)OC1(C)C(=O)C=C2C=C(C3CC3)N(C3CC3)C=C2C1=O` (stereo not given) : 0.36

Two entries drawn at random from the list so far:
Molecule | Cav3 T inh
CC(C)=CCc1c(O)cc2c(c1O)C(=O)CC(c1ccccc1)O2 (stereo not given) | -0.88
O=c1[nH]c(=O)n(Cc2ccco2)c2c1C(C(F)(F)F)(C(F)(F)F)N=C(c1ccco1)N2 | 0.22

(continued)
Molecule | Cav3 T inh
CCOC(=O)c1ccccc1Oc1c(F)c(F)nc(NCCO)c1F | -2.2
COc1ccc(Cl)cc1S(=O)(=O)NCc1cccs1 | 0.01
COCCNC(=O)NC1(C(F)(F)F)Oc2ccc(Cl)cc2O1 (stereo not given) | 1.4
CCN(CC)S(=O)(=O)c1cccc(C(=O)NCC2CCCO2)c1 (stereo not given) | 0.51
COC(C[C@H](O)C[C@@H](O)[C@H](C)OCc1ccccc1)OC | 1
CC1(NC(=O)N2CCOCC2)CCS(=O)(=O)C1 (stereo not given) | 0.73
CCc1ccccc1NC(=S)N(CCN(C)C)C(C)c1ccccn1 (stereo not given) | 0.29
Cc1nc(-c2ccccc2O)n(-c2ccccc2)n1 | 0.67
CCc1nnc(NC(=O)CSc2nnc(Cc3cccn3C)n2C)s1 | -0.28

Screens: PubChem, Vanderbilt High Throughput Screening Facility
